PLAP activator: activators of human placental alkaline phosphatase; purified PLAP enzyme, luminescent substrate read-out; stronger effect = higher value; P05187; 1.2% of 96,000 active; activation fold at 20 µM; in the data active = activation fold above about 2
FAK blocker: blocks human focal adhesion kinase activity; biochemical FAK kinase activity assay; inhibition, %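 (tested at 7 µM)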; 0.84% of 97,000 active; Q05397; in the data active = inhibition above about 19%;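 note: 0% = DMSO and 100% = reference compound high control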
S1P2 antag: S1P2 (human) receptor antagonism. O95136. cell-based S1P2 antagonist assay, inhibition at 5 uM. inhibition, % at 5 µM. 0.21% of 97,000 active; in the data active = inhibition above about 45%;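 note: CRE beta-lactamase reporter cells expressing human S1P2 stimulated with S1P; 0% = agonist at EC80 alone and 100% = agonist plus reference antagonist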
PLK1 kinase inh: PLK1 (human) kinase inhibition | recombinant PLK1 kinase, TR-FRET peptide phosphorylation | inhibition, % at 10 µM | 0.53% of 97,000 active | AID 619 | P53350;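 active = inhibition of 50% or more in the single-concentration screen; inactive = inhibition below 50%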;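 note: 0% = DMSO max control and 100% = H-89 dihydrochloride min control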
MT1-MMP txn act: activates MT1-MMP transcription; 0.16% of 86,000 active; AID 750; activation factor at 10 µM; HT1080 MT1-MMP promoter luciferase reporter, luminescence, overnight; stronger effect = higher value;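 active = activation factor of at least 2 for MT1-MMP transcription at 10 µM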
S1P2 ag: agonists of human S1P2 receptor; O95136; S1P2-expressing cell line, agonist reporter read-out; activation, % at 4.5 µM; 0.46% of 97,000 active; in the data active = activation above about 16%;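 note: 0% = vehicle low control and 100% = maximal reference agonist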
PLK1 PBD inh: blocks phosphopeptide binding to human Plk1 polo box domain | P53350 | Plk1 PBD phosphopeptide binding, fluorescence polarization | inhibition, %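 (tested at about 20 µM)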 | 0.13% of 97,000 active; in the data active = inhibition above about 34%, passing the limit was not always enough
HIV Rev-RRE inh: HIV Rev-RRE protein-RNA interaction inhibition | inhibition, % at 8 µM | 0.79% of 97,000 active | Rev peptide-RRE RNA binding, FRET;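 active = inhibition above the screen-wide mean plus 3 SD, cut at about 35% in these data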;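 note: 0% = median DMSO wells and 100% = median Neomycin B control wells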
Target sequence (P05866 whole entry, looked up): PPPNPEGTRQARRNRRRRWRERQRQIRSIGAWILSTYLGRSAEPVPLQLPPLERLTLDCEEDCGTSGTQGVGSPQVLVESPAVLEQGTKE
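Test system – labelled RRE RNA duplex and labelled Rev peptide · Reagent – labelled Rev peptide · Doses – one concentration, 8 µM nominal · Incubation – 5 + 15 min at 25 °C · Signal – FRET fluorescence readout · Read-out basis – % inhibition of FRET ratio versus controls · Control set – DMSO wells as 0% and neomycin B wells as 100% inhibition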
EphB4 ephrin blk: antagonists of human EphB4-ephrin-B2 interaction | P54760 | inhibition, % at 7 µM | 0.15% of 97,000 active | EphB4 LBD / TNYL-RAW-Alexa532 peptide, fluorescence polarization;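 active = inhibition above the screen-wide mean inhibition plus 3 SD, cut at about 15% in these data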;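 note: 0% = DMSO wells and 100% = excess unlabeled TNYL-RAW peptide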
Target sequence (P54760 whole entry, looked up, the tested form may be a part): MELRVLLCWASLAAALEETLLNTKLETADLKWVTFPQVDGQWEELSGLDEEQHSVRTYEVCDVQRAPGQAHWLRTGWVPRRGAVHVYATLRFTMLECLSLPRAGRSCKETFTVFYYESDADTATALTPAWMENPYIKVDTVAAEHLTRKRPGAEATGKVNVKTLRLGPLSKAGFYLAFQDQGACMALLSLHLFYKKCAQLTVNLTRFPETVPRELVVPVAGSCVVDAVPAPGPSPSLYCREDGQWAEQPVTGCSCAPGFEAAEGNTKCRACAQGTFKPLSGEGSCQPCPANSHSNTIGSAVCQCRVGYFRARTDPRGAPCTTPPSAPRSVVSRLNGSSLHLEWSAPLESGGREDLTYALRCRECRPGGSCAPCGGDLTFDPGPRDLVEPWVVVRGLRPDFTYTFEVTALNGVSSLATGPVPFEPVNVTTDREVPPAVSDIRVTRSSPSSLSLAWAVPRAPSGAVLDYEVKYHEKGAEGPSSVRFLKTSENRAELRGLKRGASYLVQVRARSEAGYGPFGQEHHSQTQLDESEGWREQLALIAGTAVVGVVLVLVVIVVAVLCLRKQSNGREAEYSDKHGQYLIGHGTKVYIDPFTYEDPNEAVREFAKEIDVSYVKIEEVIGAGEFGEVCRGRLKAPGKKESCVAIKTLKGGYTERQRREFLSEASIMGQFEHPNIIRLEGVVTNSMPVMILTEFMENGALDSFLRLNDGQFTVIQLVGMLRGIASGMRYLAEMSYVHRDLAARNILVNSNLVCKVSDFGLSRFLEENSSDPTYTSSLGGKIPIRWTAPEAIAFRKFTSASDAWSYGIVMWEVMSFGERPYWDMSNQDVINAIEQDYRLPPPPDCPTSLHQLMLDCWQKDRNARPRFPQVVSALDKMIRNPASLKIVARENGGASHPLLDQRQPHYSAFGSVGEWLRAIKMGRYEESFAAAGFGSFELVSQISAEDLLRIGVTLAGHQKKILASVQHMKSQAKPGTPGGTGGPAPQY
An asterisk follows results filed as active; / = no result given; & = joins results of further samples.

Each structure is followed by: PLAP activator, FAK blocker, S1P2 antag, PLK1 kinase inh, MT1-MMP txn act, S1P2 ag, PLK1 PBD inh, HIV Rev-RRE inh, EphB4 ephrin blk
> CC1CCCCN1C(=O)/C(=C\c1ccccc1)c1ccccc1 (stereo unspecified)
  0.9, 0, 8, -5, /, -6, -22, -1, 10
> O=C(O)CNS(=O)(=O)c1cccc2nsnc12
  1, -2, 7, -2, 1.2, -4, 2, 12, 8
> c1ccc2c(COn3nnc4ccccc43)cccc2c1
  0.5, -1, -18, -13, 1.4, -4, -17, 9, -1
> CSC1=C(C#N)C(c2ccccc2Cl)C(C(C)=O)=C(C)N1 (stereo unspecified)
  /, 11, 6, -9, 1.3, -2, -24, -2, -8
> COc1ccc(OCCCC(=O)NCc2ccco2)cc1
  0.8, -4, 9, -2, /, -7, -19, 3, -5
> CCSc1c(-c2ccccc2)nc2c(C)cccc2c1C(=O)O
  1.4, -2, -10, -17, /, -5, -14, 1, -5
> O=C(O)c1cc(N2C(=O)C3CC=CCC3C2=O)ccc1NCc1cccnc1 (stereo unspecified)
  1.1, -1, 6, -4, /, -4, 3, 12, 8
> COC(=O)c1cc(NC(=O)c2nccnc2C(=O)O)cc(C(=O)OC)c1
  1, -3, 15, -13, 1.1, -4, -4, 7, 6
> Cc1nnc(NC(=O)c2ccc(S(=O)(=O)N(C)Cc3ccccc3)cc2)o1
  1.6, -3, 10, -1, 1.1, -6, 17, 11, 7
> O=C(O)CCC(=O)N(Cc1cccs1)Cc1cccs1
  1.2, 0, -6, 7, 1.3, -3, -15, -4, -2
> CC1=NN(c2ccc(C)c(C)c2)C(=O)C1C(c1cccc(O)c1)C1C(=O)N(c2ccc(C)c(C)c2)N=C1C (stereo unspecified)
  1.2, -11, -19, -1, /, -5, 14, -3, -9
> Cc1cc(C(=O)C(=O)N(C)C)c(C)n1-c1ccc([N+](=O)[O-])cc1
  1.3, 2, 30, -6, /, -4, 4, 6, -1
> CCCN1C(=O)c2ccc(C(=O)Nc3nccs3)cc2C1=O
  1, 2, -23, -14, 1.3, 1, 1, 2, -5
> O=C(NCC(=O)N(Cc1cccs1)C(C(=O)NC1CCCCC1)c1ccco1)c1ccco1 (stereo unspecified)
  /, -1, 11, 1, 1.2, -6, -6, 11, 0
> CN(C)c1nn(C(=O)Nc2ccc(Cl)cc2Cl)cc1-c1ccccc1
  1, 3, 12, -5, /, -3, 0, 3, 7
> CC1CCN(C(=O)CCc2ccc(S(=O)(=O)NC(C)(C)C)cc2)CC1
  1.6, 2, 1, 0, 1.1, -7, -13, 5, 1
> COc1ccc(C(=O)O/N=C/c2c(C(F)(F)F)nn(C)c2SCc2ccccc2Cl)cc1
  1.2, 1, 3, -2, /, -9, -14, 11, 2
> CC(=O)NS(=O)(=O)c1ccc(NC(=O)c2cc(-c3ccc(C)c(C)c3)nc3ccccc23)cc1
  1.4, -2, -8, -12, /, -7, 19, -2, -4
> Fc1ccc(SCCc2ccncc2)cc1
  1&0.9, 3&-8, 18&-23, -6&0, 1.2&1.1, -5&-5, 6&-28, 4&1, 2&9
> CCn1c(-c2ccccc2Cl)nn(CC(=O)Nc2cc(Cl)ccc2Cl)c1=S
  1.2, -1, 9, -6, /, -3, 14, 7, 4

Molecules shown so far that contain a thiophene ring, fused or not (2):
Each structure is followed by: PLAP activator, FAK blocker, S1P2 antag, PLK1 kinase inh, MT1-MMP txn act, S1P2 ag, PLK1 PBD inh, HIV Rev-RRE inh, EphB4 ephrin blk
> O=C(O)CCC(=O)N(Cc1cccs1)Cc1cccs1
  1.2, 0, -6, 7, 1.3, -3, -15, -4, -2
> O=C(NCC(=O)N(Cc1cccs1)C(C(=O)NC1CCCCC1)c1ccco1)c1ccco1 (stereo unspecified)
  /, -1, 11, 1, 1.2, -6, -6, 11, 0

Other structures follow:
Each structure is followed by: PLAP activator, FAK blocker, S1P2 antag, PLK1 kinase inh, MT1-MMP txn act, S1P2 ag, PLK1 PBD inh, HIV Rev-RRE inh, EphB4 ephrin blk
> Cc1nnc(SCc2ccccc2F)n1NCc1cccs1
  1.1, -1, -7, -17, 1.2, -6, -22, -4, 7
> CCOC(=O)c1oc2cccc(O)c2c1C
  0.9, -1, -20, 2, 1.5, -3, 11, -2, -3
> COc1cccc(C(=O)Nc2ccc3nc(N4CCN(c5ncccn5)CC4)cc(C)c3c2)c1OC
  /, 15, 2, -5, 0.9, -2, 11, -3, -4
> Cc1cccc(NC(=O)COc2ccccc2)c1
  0.9, -2, -12, -6, 1.3, -7, 9, 6, 1
> Clc1ccc(Cl)c(OCc2cc(-c3ccccc3Cl)on2)c1
  0.9, -3, 1, -14, /, -4, -5, 5, 3
> CCn1c(Cc2ccccc2)nnc1SCC(=O)Nc1cc(C)on1
  1.1, 0, -7, 3, 1, -4, 3, -2, 2
> Cc1cc(C)n(C(=O)c2ccc(S(=O)(=O)NCC3CCCO3)cc2)n1 (stereo unspecified)
  1.2, 8, 3, -13, 1.2, -6, -10, 3, -1
> Cc1ccc(S(=O)(=O)CCc2nc3ccccc3n2CCC#N)cc1
  0.8, -3, -4, 3, 0.9, -5, -24, -2, -11
> Cc1ccc(N(CC(=O)N/N=C/c2cccs2)S(C)(=O)=O)cc1Cl
  0.7, -2, 12, -14, /, -11, -15, 10, 5
> O=c1[nH]c2cc3c(cc2cc1C(c1nnnn1CC1CCCO1)N1CCCC1)OCO3 (stereo unspecified)
  1.4, -1, 13, -21, 1.1, -3, 25, 4, -2

Retrieved one by one from above (4):
Each structure is followed by: PLAP activator, FAK blocker, S1P2 antag, PLK1 kinase inh, MT1-MMP txn act, S1P2 ag, PLK1 PBD inh, HIV Rev-RRE inh, EphB4 ephrin blk
> CCn1c(Cc2ccccc2)nnc1SCC(=O)Nc1cc(C)on1
  1.1, 0, -7, 3, 1, -4, 3, -2, 2
> Cc1ccc(N(CC(=O)N/N=C/c2cccs2)S(C)(=O)=O)cc1Cl
  0.7, -2, 12, -14, /, -11, -15, 10, 5
> Cc1cc(C)n(C(=O)c2ccc(S(=O)(=O)NCC3CCCO3)cc2)n1 (stereo unspecified)
  1.2, 8, 3, -13, 1.2, -6, -10, 3, -1
> O=c1[nH]c2cc3c(cc2cc1C(c1nnnn1CC1CCCO1)N1CCCC1)OCO3 (stereo unspecified)
  1.4, -1, 13, -21, 1.1, -3, 25, 4, -2

Additional records follow:
Each structure is followed by: PLAP activator, FAK blocker, S1P2 antag, PLK1 kinase inh, MT1-MMP txn act, S1P2 ag, PLK1 PBD inh, HIV Rev-RRE inh, EphB4 ephrin blk
> O=C(NCc1ccc(F)cc1)C1CCCN1C(=O)NCc1ccccc1 (stereo unspecified)
  0.8, 4, -11, 8, 1.1, -8, 6, 1, 1
> Cc1cc(C(F)(F)F)c2c(=O)[nH]c(=O)n(Cc3ccccc3)c2n1
  1.2, 6, -6, -13, 1.1, -10, 20, 9, -5
> CCOC(=O)c1cc(-c2ccc(C)cc2)n(CC(=O)NCc2ccco2)c1C
  0.9, -7, 10, -10, 1, -5, 21, 6, -1
> COc1ccc(CC(=O)NC2CCN(CC(=O)Nc3ccc4c(c3)OCCO4)CC2)cc1OC
  1, 0, 8, 1, 1.1, -4, 28, 1, -6
> N#Cc1nc(COc2ccccc2)oc1N1CCN(Cc2ccccc2)CC1
  1.3, -2, 3, -6, 1.2, -9, -5, 12, -8
> c1ccc(Cn2ccnc2SCc2nnc(-c3ccccc3)o2)cc1
  1, -1, -31, -10, 1.1, -7, -12, 13, 1
> CCn1c(SCC(=O)Nc2ccc(N3CCOCC3)cc2)nnc1-c1ccc(OC)cc1
  1, 1, 6, -16, /, -1, -12, -2, 1
> Fc1ccccc1N1CCN(C(c2ccccn2)c2nnnn2C2CCCCC2)CC1 (stereo unspecified)
  1.7, -5, 7, -7, 1.1, -6, -4, 8, -3
> CCn1c(NC(=O)Nc2cccc(C)c2C)cc2sccc21
  0.8, -7, -10, 10, /, -3, 5, 14, -6
> Cc1cc(NC(=O)c2ccc(S(=O)(=O)N(C)C)cc2)no1
  1, 1, -1, -2, 1.3, -3, -11, 4, -1

Entries of single compounds, looked up by structure.
Fc1ccccc1N1CCN(C(c2ccccn2)c2nnnn2C2CCCCC2)CC1 (stereo unspecified) across the screens: PLAP activator: 1.7; FAK blocker: -5; S1P2 antag: 7; PLK1 kinase inh: -7; MT1-MMP txn act: 1.1; S1P2 ag: -6; PLK1 PBD inh: -4; HIV Rev-RRE inh: 8; EphB4 ephrin blk: -3
O=C(NCc1ccc(F)cc1)C1CCCN1C(=O)NCc1ccccc1 (stereo unspecified) across the screens: PLAP activator: 0.8; FAK blocker: 4; S1P2 antag: -11; PLK1 kinase inh: 8; MT1-MMP txn act: 1.1; S1P2 ag: -8; PLK1 PBD inh: 6; HIV Rev-RRE inh: 1; EphB4 ephrin blk: 1
COc1ccc(OCCCC(=O)NCc2ccco2)cc1 across the screens: PLAP activator: 0.8; FAK blocker: -4; S1P2 antag: 9; PLK1 kinase inh: -2; MT1-MMP txn act: /; S1P2 ag: -7; PLK1 PBD inh: -19; HIV Rev-RRE inh: 3; EphB4 ephrin blk: -5

(more compounds)
Each structure is followed by: PLAP activator, FAK blocker, S1P2 antag, PLK1 kinase inh, MT1-MMP txn act, S1P2 ag, PLK1 PBD inh, HIV Rev-RRE inh, EphB4 ephrin blk
> CCN(CC)C(=O)C1CC(=O)N(c2ccc(OC)cc2)C1c1ccc(OC)cc1 (stereo unspecified)
  1.4, -2, -1, -14, 1.1, -6, -13, -5, -8
> COc1cc(/C=C2\SC(=S)N(Nc3ccccc3)C2=O)cc(OC)c1OC
  1.3, 2, -11, -9, /, -6, 5, 10, 6
> CCOC(=O)Cc1cc(=O)n2[nH]c(C)c(-c3ccc(Cl)cc3)c2n1
  1.5, -8, -13, -6, 1.2, -1, 24, 0, 0
> CCCCCn1c(Sc2ncccn2)nc2c1c(=O)[nH]c(=O)n2C
  /, 3, -22, 0, 1, 1, 3, 6, 4
> Cn1c(=O)c2c(nc(OCc3cccnc3)n2Cc2c(F)cccc2Cl)n(C)c1=O
  0.8, 3, -8, -13, 1.1, 0, 3, 1, -5
> Cc1cccc(NC(=O)Cn2cc(C(=O)c3ccco3)c3ccccc32)c1
  1.2, -5, 17, -1, 1.1, -9, -8, -2, 1
> CSc1nsc(SC)c1NC(=O)N1CCCCC1
  0.9, -2, -12, -7, 1.1, -5, 5, 8, -4
> CCCCS(=O)(=O)NC1=NCN(CCOC(=O)c2ccccc2)CN1
  /, 1, 8, -10, 1.1, -2, 13, -2, -2
> CCOc1cccc(/C(O)=C2/C(=O)C(=O)N(Cc3cccnc3)C2c2ccco2)c1 (stereo unspecified)
  0.8, -1, -3, -4, 1, -5, 31, 1, -2
> COC(=O)CNC(=O)CN1c2cccc3cccc(c23)S1(=O)=O
  1, 1, -2, -13, /, -8, -12, -3, -1
> CCn1c(SCC(=O)Nc2nc3ccccc3s2)nnc1-c1ccc(OC)cc1
  1.5, -1, -28, -12, 0.9, -3, -3, -3, -4
> COc1ccc(CC(=O)Nc2nc3ccccc3s2)cc1S(=O)(=O)N1CCOCC1
  1.6, 1, -5, -5, 1, -3, -1, 8, -13
> C=CCn1c(SCc2cc(=O)n3ccsc3n2)nnc1C1CCCCC1
  1.1, 10, -13, -9, 1.1, -15, -8, -10, 3
> O=S(=O)(Nc1cccnc1)c1ccc2c(c1)OCCO2
  1, -1, -13, -8, 1, -2, 12, 11, 5
> COc1cccc(OCCCN2CCN(S(=O)(=O)c3ccc(NC(C)=O)cc3)CC2)c1
  1.5, -1, -7, 2, 1, -3, -23, 8, -1
> O=C(COC(=O)C1CCN(S(=O)(=O)c2cccs2)CC1)c1cc2ccccc2o1
  1, 6, 13, -7, 1.1, -6, 19, 22, -6
> O=C(O)CCC(=O)N1CCN(c2nc3ccccc3s2)CC1
  1.3, 0, 1, -16, 1, -5, -2, 1, -8
> COc1ccc(C2C(C#N)=C(N)N(Nc3ccccc3)C3=C2C(=O)CC(C)(C)C3)cc1C (stereo unspecified)
  1.1, 2, -10, -11, /, -8, -21, -5, 4
> Cc1cc(O)ccc1Nc1nc2ccccc2nc1Nc1ccc(O)cc1C
  1.3, 8, 5, 22, 1.4, 0, 5, 12, 2
> CC(=O)c1cc(C#N)c(Oc2ccccc2)nc1C
  /, 6, 11, -7, /, 0, 1, 5, 0

Source: PubChem
